From PubChem BioAssay
b-catenin transl – beta-catenin nuclear translocation modulation; HeLa beta-catenin nuclear translocation, immunofluorescence imaging; nuclear translocation activity, % at 5 µM; actives 0.3% (n = 190,000);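 active = nuclear translocation activity above 50% at 5 µM, with a well cell count of 50 or more; inconclusive = wells under 50 cells across six images, flagged as toxic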;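 also: per-cell ratio of nuclear to cytoplasmic median beta-catenin stain intensity; plate controls were DMSO negative control for no effect and GSK-3 inhibitor IX positive control for full effect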
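System: Human HeLa cells, endogenous beta-catenin | Compound dosing: 5 µM primary, 0.02–20 µM confirmation | Timing: 24 h compound exposure at 37°C, 5% CO2 | Measured by: Fluorescence imaging of beta-catenin antibody stain plus DAPI | Read-out basis: % activation of per-cell nuclear versus cytoplasmic median beta-catenin signal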
NOD2 inhibition – NOD2 signaling inhibitors, cell-based, luminescence, uHTS, HEK293 (AID 1566). HEK293 NOD2/NF-kB luciferase reporter, luminescence; higher % means a stronger effect. one-dose inhibition, % at 4 µM; EC50 in µM for titrated hits. actives 0.63% (n = 290,000); in the data active = inhibition above about 50%; also: many of its hits are not listed in these tables
Ins promoter up – MIN6 insulin promoter up-regulation; MIN6 insulin promoter-GFP reporter, high-content imaging; stronger effect = higher value; actives 0.3% (n = 190,000); z-score at 5 µM;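 active = z-score above 3 at 5 µM with at least 500 cells counted in the well; inconclusive = wells under 500 cells, flagged as cytotoxic or low count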
Dynein transport – blocks dynein driven cargo transport along microtubules. 3617.4 mouse cells, GR-EGFP nuclear translocation imaging; test concentration mostly 20 µM; stimulated with dexamethasone, 1 µM; stronger effect = lower value. z-score, hits read low. actives 0.47% (n = 220,000). AID 1381;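 active = plate z-score of nuclear minus cytoplasmic receptor signal below a set negative limit, without overly bright fluorescence or cell loss, cut at about -3.5 in these data, passing the limit was not always enough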;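 also: z-score of nuclear minus cytoplasmic ring GR-EGFP intensity difference per well; some compounds called inactive have numbers as strong as hits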
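Schedule: 48 h induction, then 1 h compound, then 30 min agonist, 37 °C. Buffer or medium: tetracycline-free induction medium containing charcoal-stripped FBS. Reagent: 1.0 µM final dexamethasone stimulus. Evaluation: nuclear versus cytoplasmic GR-EGFP signal, averaged per well. Signal: high-content fluorescence imaging after fixation.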
M17LAP inhibition – P. falciparum M17LAP inhibitors, primary screen, biochemical, fluorogenic H-Leu-NHMec substrate, 1536-well (AID 1619) | recombinant M17LAP, H-Leu-NHMec fluorogenic kinetic assay; higher % means a stronger effect | actives 0.38% (n = 220,000) | one-dose inhibition, % at 30 µM; IC50 in µM for titrated hits;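 active = compound inhibiting the enzyme by more than half at any dose during confirmatory dose-response retesting; inconclusive = strong single-dose inhibitors picked by rank but not retested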;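 also: plate controls were full reaction with DMSO carrier for no effect and no enzyme background for full effect; strong numbers were not always called active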
Autophagy mod – alters autophagy in cells | MEF GFP-LC3 puncta imaging; test concentration mostly 10 µM | calls only at 10 µM (by protocol) | actives 0.98% (n = 190,000);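 active = percentage of spot-positive cells more than 3 SD above its plate mean, without a fluorescence outlier flag or 80% toxicity; inconclusive = no clear call, values can overlap the other calls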;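 also: spot-positive cell cutoff set from DMSO-treated cells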
NOD1 NF-kB reporter – NOD1 signaling inhibitors, primary screen, cell-based, luminescence, uHTS (AID 1578) | NOD1-driven NF-kB luciferase reporter cells, luminescence; higher % means a stronger effect | inhibition, % at 4 µM; hits with a dose series show EC50 in µM | actives 1% (n = 290,000); in the data active = inhibition mostly above about 36%, no sharp cut-off; inactive = mostly below about 34%;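 also: HEK-293T reporter cells stimulated with the NOD1 agonist gamma-tri-DAP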
Yfh1-off respiration – enhancers of respiration in Yfh1-depleted yeast, dose response, Friedreich's ataxia, plus single-dose screen (AID 1465); actives 0.074% (n = 220,000); fold induction at 50 µM; hits with a dose series show EC50 in µM; S. cerevisiae Yfh1-off respiration, WST-1 reduction, 72 h; higher fold induction means a stronger effect;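 active = fold induction of absorbance versus untreated yeast above a set limit, then at least 30% activation at any dose in follow-up; inconclusive = repeats straddling the limit, or above it without dose testing; inactive = fold induction below the set limit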;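 also: activators that raise dye reduction in frataxin-depleted yeast; strong numbers were not always called active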
MT stabilize HCS – microtubule stabilizers in HeLa cells; HeLa tubulin immunostaining HCS, 24 h; share of cells brighter than vehicle mean+2SD; % tubulin-high responders, % at 10 µM; actives 0.83% (n = 200,000); AID 2205;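 active = plate Z-score above 3 for both tubulin-high and condensed-nucleus cell shares, with cell loss under 80%, at 10 µM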;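 also: anti alpha tubulin signal scored within the nucleus-defined area of each cell; some results filed as inactive read as strong as hits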
Dynein transport cytoplasmic EGFP – also measured in Dynein transport; calls as there; z-score; measured here: cytoplasmic GR-EGFP intensity; stronger effect = higher value
Dynein transport nuclear GR-EGFP – recorded beside Dynein transport, whose call it bears; z-score; measured here: nuclear GR-EGFP intensity;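 lower value marks the stronger effect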
Dynein transport cell count – also measured in Dynein transport; calls as there; z-score; measured here: cell count per field
Ins promoter up cell count – second read-out of Ins promoter up, no call of its own (marks repeat the call); cell count; measured here: cytotoxicity, nuclei count;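 total cells summed across four imaged fields per well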
b-catenin transl cell count 5 µM – also measured in b-catenin transl; calls as there; cell count; measured here: cell count, cytotoxicity flag
MT stabilize HCS Hoechst-high % – also measured in MT stabilize HCS; calls as there; % Hoechst-high responders; measured here: nuclear condensation Hoechst responders;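 share of cells brighter than vehicle mean plus two SD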
MT stabilize HCS cytotoxicity % – further read-out of MT stabilize HCS, marked with its call; toxicity, %; measured here: cytotoxicity by cell density;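 0% = mean cell density of plate MIN control wells and 100% = no cells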
Autophagy mod cell loss 18 h – also measured in Autophagy mod; calls as there; toxicity, %; measured here: cell loss, nuclei count;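 cell loss after 18 h compound exposure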
* hit, by the source's call; i = inactive; ? = inconclusive; · = no result given; + = active, no number. Only part of the results is shown. The share of hits here may be higher or lower than overall.

SMILES	b-catenin transl	b-catenin transl cell count 5 µM	NOD2 inhibition	Ins promoter up	Ins promoter up cell count	Dynein transport	Dynein transport cytoplasmic EGFP	Dynein transport nuclear GR-EGFP	Dynein transport cell count	M17LAP inhibition	Autophagy mod	Autophagy mod cell loss 18 h	NOD1 NF-kB reporter	Yfh1-off respiration	MT stabilize HCS	MT stabilize HCS Hoechst-high %	MT stabilize HCS cytotoxicity %
C=CCOc1ccc(/C(O)=C2/C(=O)C(=O)N(CCN3CCOCC3)C2c2ccc(C)cc2)cc1 (stereo not given)	-2.2	1386	0%	-0.35	1331	-1.6	-0.12	-0.82	1.1	33%	i	1	-2%	i	3.1	3.3	9.7
CN1CCN(C(CNS(=O)(=O)c2ccc(Cl)cc2)c2cccnc2)CC1 (stereo not given)	-1.9	1084	20%	0.41	1298	-0.39	-0.1	0.4	-0.35	-11%	i	2	-6%	i	2.9	1.4	6.0
Cc1c(C(=O)C(=O)N2CC=C(c3ccccc3)CC2)c2ccccc2n1C	62*	523*	10%	0.38	1067	-0.54	-0.2	0.034	0.41	12%	i	26	-7%	i	15	67	42
COc1ccc(C2CCCN2C(=S)Nc2ccc(C)c(C)c2)cc1OC (stereo not given)	-0.7	1095	-4%	-0.05	1339	-0.45	-0.25	-0.14	0.29	-2%	i	-24	1%	i	5.7	2.8	9.5
Cc1noc(C)c1C(=O)OCC(=O)NC1CC1	-2.3	938	16%	0.91	868	-0.26	-0.27	0.52	0.57	-13%	i	0	7%	i	0.8	1.2	3.4
CN(C)C(=O)NC(NC(=S)Nc1ccccc1)C(Cl)(Cl)Cl (stereo not given)	-0.2	1195	-2%	-0.63	1447	-0.39	-0.28	-0.085	0.82	-1%	i	8	-33%	i	3.9	2.0	5.1
COc1ccc(NC(=O)Nc2ccc(N(C)C)cc2)cc1	2.5	1183	-47%	-0.32	1285	-0.65	-0.25	-0.46	0.32	?	i	0	-24%	i	2.5	2.3	6.2
CC(=O)c1cnn(-c2ccc(Cl)cc2)c1C	0.1	1171	-8%	0.5	1057	-0.34	-0.21	-0.11	-0.086	2%	·	·	-6%	i	·	·	·
Cc1cc(C)n2cc(CSc3ncn[nH]3)nc2n1	-1.1	1151	5%	0.19	1314	0.23	-0.15	0.65	0.17	-9%	i	11	-25%	i	9.0	1.0	6.0
Clc1nc(NCCN2CCOCC2)nc(NCc2ccccc2)n1	0.4	1158	3%	-0.11	1296	-0.68	-0.19	-0.34	0.8	0%	i	19	-26%	i	2.4	1.7	3.1

The final 2 entries of the part before open the next one.
SMILES	b-catenin transl	b-catenin transl cell count 5 µM	NOD2 inhibition	Ins promoter up	Ins promoter up cell count	Dynein transport	Dynein transport cytoplasmic EGFP	Dynein transport nuclear GR-EGFP	Dynein transport cell count	M17LAP inhibition	Autophagy mod	Autophagy mod cell loss 18 h	NOD1 NF-kB reporter	Yfh1-off respiration	MT stabilize HCS	MT stabilize HCS Hoechst-high %	MT stabilize HCS cytotoxicity %
Cc1cc(C)n2cc(CSc3ncn[nH]3)nc2n1	-1.1	1151	5%	0.19	1314	0.23	-0.15	0.65	0.17	-9%	i	11	-25%	i	9.0	1.0	6.0
Clc1nc(NCCN2CCOCC2)nc(NCc2ccccc2)n1	0.4	1158	3%	-0.11	1296	-0.68	-0.19	-0.34	0.8	0%	i	19	-26%	i	2.4	1.7	3.1
CSc1nc2ccc(NC(=O)C3CCCO3)cc2s1 (stereo not given)	-2.2	1163	-44%	·	·	0.48	-0.067	-0.38	-1.4	-7%	i	8	-52%	·	5.4	2.0	0.3
Cc1nnc(SCC(=O)NC2CCS(=O)(=O)C2)n1Cc1ccccc1 (stereo not given)	1.3	1085	-12%	-0.01	1245	0.97	0.49	-0.0014	-0.39	-2%	i	-10	-28%	i	3.7	1.9	6.9
NNC(=O)c1nn(-c2ccc(Cl)cc2)ccc1=O	1.9	1393	2%	0.31	1577	-0.18	-0.18	0.45	0.13	1%	i	-19	0%	i	2.0	1.3	1.2
CCn1c(N)c(C(=O)NC)sc1=S	·	·	3%	0.06	1329	1	-0.15	1.1	0.34	3%	i	28	-13%	i	1.9	2.4	2.6
COc1cccc(C(=O)Nc2cccc(C(=O)NC3=NN(c4c(Cl)cc(Cl)cc4Cl)C(=O)C3)c2)c1	2.8	543	6%	·	·	-0.24	-0.27	0.043	-0.8	25%	i	-5	-38%	i	1.7	2.3	5.7
CCOC(=O)N1CCN(C(=O)CSc2nnc(-c3ccccc3OC)o2)CC1	-2.0	904	12%	0.3	1108	0.27	-0.2	0.21	0.93	1%	i	-14	-1%	i	1.8	1.7	5.1
CC(Oc1ccc(Cl)cc1Cl)C(=O)NNC(=O)C(=O)N1CCCCC1 (stereo not given)	0.0	1053	-5%	-0.24	1407	1.4	-0.17	1.3	-2.2	15%	i	2	-36%	i	2.9	2.0	5.2
Cc1ccc2nc(SCC(=O)c3ccc(O)cc3O)[nH]c2c1	-1.6	1095	-96%	0.84	1401	0.33	-0.21	0.37	-0.43	9%	·	·	-8%	i	·	·	·
N#C/C(=C\C=C\c1ccccc1[N+](=O)[O-])c1nc(-c2ccc3c(c2)OCO3)cs1	-1.1	1068	23%	0.99	1885	-0.78	0.042	-0.53	1.6	-7%	+	9.0*	-6%	i	2.5	2.5	4.3
Cc1ccc(SCCN2CCN(C)CCC2=O)cc1	-1.3	1363	-14%	0.87	862	1.8	-0.71	0.79	-0.78	-7%	·	·	-9%	i	·	·	·
CC(C)Sc1nc(SCC(=O)NCc2ccco2)c2c3c(sc2n1)COC(C)(C)C3	-2.3	945	13%	-3.3	1092	-0.23	-0.12	0.19	0.16	6%	i	-7	-48%	i	4.4	1.2	11
O=C(c1ccccn1)N1CCN(S(=O)(=O)c2ccc3ccccc3c2)CC1	-2.2	1063	10%	·	·	-0.24	-0.052	0.7	-1.2	-3%	i	-16	-4%	i	2.3	2.2	8.8
CCOc1ccc(Cc2c(Cl)nc(N)nc2Cl)cc1	3.4	1098	-3%	0.19	1756	0.51	-0.14	0.14	-1.9	-7%	i	15	13%	i	5.0	1.3	1.4
CCCCN(c1ccc(C(=O)OC)cc1)S(=O)(=O)c1ccccc1	-0.3	1441	-10%	·	·	-1.1	-0.19	-0.91	0.36	31%	i	-14	-12%	i	2.5	2.4	7.9
O=C(C1CCN(S(=O)(=O)N2CCOCC2)CC1)N1CCN(c2ccc(F)cc2)CC1	·	·	13%	-0.12	1072	-1.3	-0.097	-0.65	0.94	4%	i	13	-29%	i	2.2	2.0	1.1
COc1ccccc1NC(=O)N1CCn2c(nc3ccccc32)C1	-1.0	917	-10%	-0.08	1288	-0.58	-0.31	-0.13	0.23	-4%	i	-4	5%	i	5.4	4.3	1.4
CCN(CC)CCCC1(CN)OCCc2ccccc21 (stereo not given)	0.6	1000	8%	0.28	1750	0.8	-0.28	0.31	0.76	-9%	i	14	8%	i	5.2	1.2	3.1
CCOCCn1c(CN2CCC(Cc3ccccc3)CC2)nc2c1c(=O)n(C)c(=O)n2C	-0.8	833	19%	?	·	2.3	-0.13	0.97	-1.2	·	i	8	19%	i	3.5	2.3	8.7
Cc1ccc(NC(NC(=O)OCCn2c([N+](=O)[O-])cnc2C)C(Cl)(Cl)Cl)cc1 (stereo not given)	·	·	5%	0.07	1291	0.77	-0.24	0.34	0.0079	12%	i	0	-9%	i	3.0	3.1	6.1
Clc1ccccc1-c1nnc2sc(-c3ccccn3)nn12	-1.6	1162	8%	0.12	1152	0.95	-0.2	-0.33	-1.1	-2%	i	3	-17%	i	4.1	1.0	5.0
CSc1nc2nc3c(cc2c(=O)n1-c1ccccc1C)CCCC3	-0.1	1365	18%	-1.9	686	-0.62	-0.26	0.5	0.021	-5%	·	·	-7%	i	·	·	·
COc1ccc(-c2cc(C(=O)N3CC4(C)CC3CC(C)(C)C4)no2)cc1 (stereo not given)	·	·	-4%	0.78	941	-0.48	2.3	0.38	1.5	12%	i	-23	4%	i	2.5	1.5	13
CCOC(=O)C1=C(C)N=C2SCCC(=O)N2C1c1ccc(OC)cc1 (stereo not given)	1.9	1536	10%	0.2	1022	-0.26	-0.2	-0.21	-0.071	-3%	i	-10	-36%	i	2.1	2.7	4.0
Cc1cc(C)cc(NC(=O)CSc2nc3c(c(=O)[nH]2)CN(Cc2ccc(F)cc2)CC3)c1	-2.7	1119	24%	0.14	1410	1.5	0.079	0.96	0.076	13%	i	4	-16%	i	6.1	1.8	12
Cc1ccc(NC(=O)c2cnc3ccccc3n2)cc1C	-0.6	1342	-145%	·	·	-0.87	-0.09	-0.45	0.25	4%	·	·	-2%	i	·	·	·
COc1ccc(CCn2nnnc2C(CC(C)C)N2CCN(c3ncccn3)CC2)cc1OC (stereo not given)	1.7	1081	6%	0.05	1056	-0.3	-0.31	0.061	0.7	-2%	i	17	-12%	·	4.3	3.1	10
COCCNC(=O)Cn1cnc2c1c(=O)n(C)c(=O)n2C	-3.0	1202	1%	-0.84	1010	0.22	-0.12	0.49	-0.31	-7%	i	0	-10%	i	2.6	1.6	10
N/C(CS(=O)(=O)c1ccc(F)cc1)=N\O	-1.1	1084	1%	0.54	1452	-0.28	-0.2	-0.16	-0.29	-1%	·	·	-6%	i	·	·	·
COc1cccc(/C=C/C(=O)OCC(=O)Nc2cccc(S(=O)(=O)N(C)C)c2)c1	0.1	1044	0%	0.14	1262	2.3	-0.1	1.5	-1.5	0%	i	-44	-2%	i	3.4	1.4	12
